# Rac1 wt GTP bind = human Rac1 wildtype GTP binding, inhibitors and activators. P63000. GTP binding activity (% of control), % at 10 µM. 190,000 tested, 0.27% active. GST-Rac1 beads, fluorescent GTP binding, flow cytometry; actives lie on both sides; 0 = cold GTP competed, 100 = untreated;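 active = GTP binding activity at least 20 points away from the 100% control level, either lower or higher; inconclusive = compound flagged as likely green fluorescent, judged across all proteins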
# HRas wt GTP = changes GTP binding to wildtype human HRas | P01112 | 190,000 tested, 0.14% active | GST-Ras wt beads, Bodipy-FL-GTP binding, flow cytometry; actives lie on both sides | GTP binding activity, % at 10 µM;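 active = GTP binding activity at least 20% away from the 100% baseline, either lowered as inhibitor or raised as activator; inconclusive = flagged as likely green fluorescent, judged across all proteins in the well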;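 note: 0% = unlabeled GTP competition control and 100% = no-compound control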
# Target sequence (P01112 whole entry, looked up): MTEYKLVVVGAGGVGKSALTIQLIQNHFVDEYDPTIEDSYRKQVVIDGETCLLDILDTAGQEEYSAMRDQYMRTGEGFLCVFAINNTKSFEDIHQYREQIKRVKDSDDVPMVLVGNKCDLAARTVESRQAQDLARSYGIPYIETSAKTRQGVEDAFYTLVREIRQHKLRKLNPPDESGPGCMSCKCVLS
# Mcl1-Noxa inh = disrupts binding of human Mcl-1 to Noxa peptide | Q07820 | TR-FRET Mcl-1/Noxa peptide binding, 2 h | inhibition, % at 21.7 µM | 220,000 tested, 1.5% active | AID 1022;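 active = compounds that cut the protein-peptide binding signal by more than 50% relative to plate controls in a single-dose test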;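 note: His-tagged Mcl-1 with rhodamine Noxa BH3 peptide and terbium anti-His antibody; 0% = Mcl-1 plus Noxa peptide wells and 100% = peptide-only wells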
# Target sequence (Q07820 whole entry, looked up): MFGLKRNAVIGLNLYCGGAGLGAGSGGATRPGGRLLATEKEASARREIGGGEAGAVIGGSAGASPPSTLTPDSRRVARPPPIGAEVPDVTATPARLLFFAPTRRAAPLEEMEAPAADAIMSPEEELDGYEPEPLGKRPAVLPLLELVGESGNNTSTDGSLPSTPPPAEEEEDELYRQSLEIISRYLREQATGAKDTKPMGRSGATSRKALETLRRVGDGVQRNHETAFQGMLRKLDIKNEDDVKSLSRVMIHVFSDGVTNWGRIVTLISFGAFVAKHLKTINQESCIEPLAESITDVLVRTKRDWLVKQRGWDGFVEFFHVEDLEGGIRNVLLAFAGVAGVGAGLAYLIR
# Pf gamet viab = P. falciparum stage V gametocyte viability inhibition; P. falciparum stage V gametocytes, ATP luminescence, 24 h; inhibition, % at 10.9 µM; 150,000 tested, 0.065% active;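 active = inhibition above the mean plus 3 SD of compounds within the control limits, set per campaign, cut at about 38% in these data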;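 note: 0% = DMSO wells and 100% = medium only without gametocytes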
# Cdc42 wt = human Cdc42 wildtype GTP binding change, either direction. P60953. GST-Cdc42 beads, Bodipy-GTP binding, flow cytometry; actives lie on both sides. percent activity (GTP binding), % at 10 µM. 190,000 tested, 0.2% active;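 active = percent activity GTP binding at least 20 points away from the 100% baseline, either down as inhibitor or up as activator; inconclusive = compound flagged as likely green fluorescent from well-wide comparison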;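 note: median bead fluorescence of bound Bodipy-FL-GTP at 100 nM; 0% = excess unlabeled GTP control and 100% = no compound control; below 100% means less GTP binding so inhibitor and above means activator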
# Target sequence (P60953 whole entry, looked up): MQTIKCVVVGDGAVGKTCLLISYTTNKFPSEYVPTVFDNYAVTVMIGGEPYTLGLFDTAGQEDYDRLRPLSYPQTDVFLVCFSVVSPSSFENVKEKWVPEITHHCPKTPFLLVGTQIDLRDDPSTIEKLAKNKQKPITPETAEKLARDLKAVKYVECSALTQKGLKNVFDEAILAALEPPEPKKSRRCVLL
# Mcl-1 Bim block = human Bim-Mcl-1 interaction inhibition; Q07820; Bead-based flow cytometry, Bim peptide-Mcl-1 binding; inhibition, % at 10 µM; 190,000 tested, 0.1% active; in the data active = inhibition above about 40%;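 note: 0% = no compound tracer wells and 100% = peptide blocker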
# Rac1 act GTP bind = alters GTP binding to activated mutant human Rac1. P63000. GST-Rac1 activated beads, fluorescent GTP binding, flow cytometry; actives lie on both sides; 100% means binding = to untreated wells. percent activity (GTP binding), % at 10 µM. 190,000 tested, 0.11% active. AID 764;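 active = GTP binding at least 20 percentage points away from the 100% baseline, in either direction, so actives lie on both sides; inconclusive = Compound likely fluorescent itself, or too few beads counted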
# Avidin bead fluor = avidin bead compound fluorescence profile; AID 1775; 220,000 tested, 0.38% active; Avidin beads, compound fluorescence 488/530 nm, flow cytometry; active compounds read high; fluorescence (KMESF) at 10 µM; in the data active = fluorescence above about 47; note: inactives centre near 10
# Rab2A wt mod = changes GTP binding to wildtype dog Rab2A, up or down; P61105; GST-Rab2 wt beads, Bodipy-GTP binding, flow cytometry; GTP binding activity, % at 10 µM; 190,000 tested, 0.19% active;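 active = GTP binding activity at least 20 points away from 100%, either lowered or raised; inconclusive = signal likely due to the compound's own green fluorescence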;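 note: 0% = beads with excess unlabeled GTP and 100% = no-compound control corrected for plate trend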
# Rab7 wt modul = modulators of GTP binding to dog Rab7 wildtype GTPase; GTP binding activity (percent of control), % at 10 µM; 190,000 tested, 0.055% active; GST-Rab7 beads, fluorescent GTP binding, flow cytometry; actives lie on both sides; untreated = 100%, excess cold GTP = 0%; AID 758;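 active = fluorescent GTP binding to Rab7 beads changed by at least 20 points from the 100% baseline, either direction, mostly lower; inconclusive = compound itself probably fluorescent, or too few beads counted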;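 note: median green fluorescence of bound Bodipy-FL-GTP per Rab7 bead population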
# Mcl1 Bid PPI = Mcl-1/Bid interaction inhibition. Q07820. TR-FRET Mcl-1/Bid-Dy647 peptide binding, 1536-well. inhibition, % at 21.7 µM. 220,000 tested, 0.97% active;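 active = compounds that cut the binding signal by more than half at the single screening dose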;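 note: His-tagged Mcl-1 with europium anti-His antibody binding Bid BH3 peptide; 0% = Mcl-1 plus peptide wells and 100% = peptide-only wells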
# The depositor's hits bear a star; ? = inconclusive; · = not tested or not shown.
1	O=C(Nc1cnc2ccccn2c1=O)c1ccc(Cl)cc1
2	NC(Cc1c[nH]c2ccccc12)C(=O)NCc1ccco1 (configuration not stated)
3	CC(CCc1ccccc1)NC(=O)CN1CCN(c2ccc(O)cc2)CC1 (configuration not stated)
4	Cc1cc(NC(=O)NC2(C(F)(F)F)Oc3ccc(Cl)cc3O2)no1 (configuration not stated)
5	N/C(=N\OC(=O)c1cccc2ccccc12)c1cccnc1
6	COc1ccccc1C(=O)NNC(=S)Nc1ccccc1
7	Cc1ccc(SCC(=O)c2c(C)nc3ccccn23)cc1
8	Cn1nnc(-c2ccc(OCc3ccccc3F)cc2)n1
compound no.,1,2,3,4,5,6,7,8
Rac1 wt GTP bind,95,98,91,103,100,105,101,102
HRas wt GTP,96,95,93,101,100,102,100,100
Mcl1-Noxa inh,-14,-2,12,10,6,13,19,7
Pf gamet viab,-18,-13,-2,·,·,-18,13,-19
Cdc42 wt,97,93,94,100,98,105,98,99
Mcl-1 Bim block,-6,-1,2,·,0,0,-1,-3
Rac1 act GTP bind,96,96,94,100,96,96,97,97
Avidin bead fluor,28,11,20,4,10,12,11,10
Rab2A wt mod,99,97,96,102,100,103,98,97
Rab7 wt modul,98,103,91,101,104,111,98,102
Mcl1 Bid PPI,-29,-61,-51,-14,-17,-9,0,10

9	CC/C(=N\n1nnnc1Nc1ccccc1)c1ccccc1
10	CC(C)(C)C(=O)OCc1cn(-c2ccc(Cl)cc2)nn1
11	CCC(C)(C)NC(=O)c1cccc(NC(=O)C(C)C)c1
12	CCn1nnnc1SCC(=O)Nc1nc(-c2cccs2)cs1
13	COc1ccccc1/C=N/OC(=O)c1ccc(C)cc1
14	CCOc1ccc(NC(=O)CSc2nnc(Cn3cnc([N+](=O)[O-])n3)n2C)cc1
15	CC1C=CCC2C(=O)N(c3cc(Cl)ccc3O)C(=O)C12 (configuration not stated)
16	COc1ccccc1/C=C/C(=O)OCC(=O)NCc1ccco1
compound no.,9,10,11,12,13,14,15,16
Rac1 wt GTP bind,109,95,98,101,97,105,82,102
HRas wt GTP,103,96,98,100,97,100,88,97
Mcl1-Noxa inh,-14,-13,20,17,17,7,-3,27
Pf gamet viab,·,-1,·,·,·,9,-3,-22
Cdc42 wt,103,94,98,101,96,103,88,100
Mcl-1 Bim block,2,0,-4,-12,-5,-4,-2,-3
Rac1 act GTP bind,104,98,94,96,95,99,91,95
Avidin bead fluor,7,·,8,32,3,18,2,9
Rab2A wt mod,106,94,96,101,96,100,86,96
Rab7 wt modul,101,93,97,98,95,103,95,101
Mcl1 Bid PPI,-5,-7,-7,4,-15,0,-16,-13

# Eight structures out of the list, ordered by length of the SMILES, highest first:
14	CCOc1ccc(NC(=O)CSc2nnc(Cn3cnc([N+](=O)[O-])n3)n2C)cc1
15	CC1C=CCC2C(=O)N(c3cc(Cl)ccc3O)C(=O)C12 (configuration not stated)
10	CC(C)(C)C(=O)OCc1cn(-c2ccc(Cl)cc2)nn1
5	N/C(=N\OC(=O)c1cccc2ccccc12)c1cccnc1
7	Cc1ccc(SCC(=O)c2c(C)nc3ccccn23)cc1
9	CC/C(=N\n1nnnc1Nc1ccccc1)c1ccccc1
13	COc1ccccc1/C=N/OC(=O)c1ccc(C)cc1
6	COc1ccccc1C(=O)NNC(=S)Nc1ccccc1
compound no.,14,15,10,5,7,9,13,6
Rac1 wt GTP bind,105,82,95,100,101,109,97,105
HRas wt GTP,100,88,96,100,100,103,97,102
Mcl1-Noxa inh,7,-3,-13,6,19,-14,17,13
Pf gamet viab,9,-3,-1,·,13,·,·,-18
Cdc42 wt,103,88,94,98,98,103,96,105
Mcl-1 Bim block,-4,-2,0,0,-1,2,-5,0
Rac1 act GTP bind,99,91,98,96,97,104,95,96
Avidin bead fluor,18,2,·,10,11,7,3,12
Rab2A wt mod,100,86,94,100,98,106,96,103
Rab7 wt modul,103,95,93,104,98,101,95,111
Mcl1 Bid PPI,0,-16,-7,-17,0,-5,-15,-9

# New compounds follow
17	CC(C)n1nc(C(=O)OCC(=O)N(C)C2CCS(=O)(=O)C2)c2ccccc2c1=O (configuration not stated)
18	CCOC(=O)N1CCN(C(=O)CN2C(=O)COc3ccc(C)cc32)CC1
19	CCCC(=NCC(=O)O)C1=C(O)C(C(=O)OC)C(C)(C)CC1=O (configuration not stated)
20	O=C(NCc1cccs1)c1cc(S(=O)(=O)N2CCCCC2)ccc1Cl
21	CN=C(C)C1=C(O)C(C(=O)OC)C(C)(C)CC1=O (configuration not stated)
22	Cc1cc(=O)c(C(=O)O)cn1Nc1ccc(F)cc1
23	CO/N=C/C(C#N)=C/c1cc(C(=O)c2ccc(F)cc2)cn1C
24	Cc1onc(-c2c(Cl)cccc2Cl)c1C(=O)Nn1cnnc1
compound no.,17,18,19,20,21,22,23,24
Rac1 wt GTP bind,106,105,101,104,98,104,93,105
HRas wt GTP,102,103,97,100,97,99,95,99
Mcl1-Noxa inh,-5,17,18,-4,10,0,-16,8
Pf gamet viab,9,8,·,20,·,·,8,11
Cdc42 wt,100,103,100,103,98,101,93,99
Mcl-1 Bim block,-1,-4,-3,-4,-2,-4,0,-4
Rac1 act GTP bind,100,100,101,101,94,100,95,98
Avidin bead fluor,35,18,7,23,14,10,17,12
Rab2A wt mod,100,103,98,105,96,101,95,101
Rab7 wt modul,104,102,102,104,96,101,98,105
Mcl1 Bid PPI,1,5,9,0,-18,-33,-12,-4

25	COc1ccc(CN2CCN(C(=O)c3ccco3)CC2)cc1
26	COc1ccc(C(C)(C)C)cc1NC(=O)CCCn1c(=O)oc2ccccc21
27	N#Cc1cccc(Cn2nnc(-c3ccccc3)n2)c1
28	Cc1ccc(C)c(NC(=S)N2CCCCC2CO)c1 (configuration not stated)
29	Cc1[nH][nH]c(=O)c1C(c1ccccc1[N+](=O)[O-])C(C#N)C#N (configuration not stated)
30	Cc1cc(C(=O)OCC(=O)Nc2ccc(S(=O)(=O)N3CCOCC3)cc2)c(C)o1
31	C#CCn1cc(/C=N/Nc2nc3ccccc3[nH]2)c2ccccc21
32	CC(C)CCNC(=O)NC(=O)COC(=O)CNC(=O)C1CCCCC1
compound no.,25,26,27,28,29,30,31,32
Rac1 wt GTP bind,113,105,98,93,96,103,101,101
HRas wt GTP,103,101,98,91,92,103,94,100
Mcl1-Noxa inh,-5,5,12,4,14,21,39,13
Pf gamet viab,19,·,0,1,-7,-3,-9,-29
Cdc42 wt,102,101,97,92,89,104,93,94
Mcl-1 Bim block,-4,-7,-7,0,-1,5,-5,0
Rac1 act GTP bind,99,101,98,94,91,99,96,99
Avidin bead fluor,10,13,8,23,10,12,14,12
Rab2A wt mod,102,102,96,91,93,102,96,96
Rab7 wt modul,99,97,98,94,96,98,94,101
Mcl1 Bid PPI,-26,-31,-1,-42,-37,-30,-43,-18

33	O=c1cc(CSc2ccccc2)nc(-c2ccccc2)[nH]1
34	CCOC(=O)c1cc(C(=O)c2cc(Br)ccc2O)coc1=N
35	CCN(CC)CCOC(=O)c1ccc(NC(=O)/C=C/c2cccs2)cc1
36	S=C(c1ccccc1)N1CCN(C(=S)c2ccccc2)CC1
37	CCCN(Cc1ccccc1)C(=S)Nc1ccc(C(C)=O)cc1
38	COc1ccc2cc(C3(C)NC(=O)NC3=O)ccc2c1 (configuration not stated)
39	C=CCNCC(=O)NN=C(c1ccccc1)c1ccccc1
40	COC(=O)CCC(=O)N1CCCC(CNS(=O)(=O)c2ccc(OC)cc2)C1 (configuration not stated)
compound no.,33,34,35,36,37,38,39,40
Rac1 wt GTP bind,97,100,105,106,?,97,93,98
HRas wt GTP,98,99,100,97,?,98,96,97
Mcl1-Noxa inh,7,15,16,9,4,2,16,-9
Pf gamet viab,15,8,12,12,-5,-36,11,-7
Cdc42 wt,100,99,102,102,?,98,95,94
Mcl-1 Bim block,-2,5,-2,-3,-2,1,-3,1
Rac1 act GTP bind,94,94,99,99,?,95,95,98
Avidin bead fluor,11,6,14,11,21,8,14,9
Rab2A wt mod,98,101,99,96,?,97,93,100
Rab7 wt modul,106,112,98,97,?,96,93,100
Mcl1 Bid PPI,-1,-21,-10,-8,-2,-10,-14,-22

41	O=C(NCCO)/C(=C\c1cccs1)NC(=O)c1cccs1
42	CC(C)OCCCNC(=O)CCSc1ccc(Cl)cc1
43	CCCCCCCCCCOC(=O)c1csc2nnsc12
44	COC(c1ccccc1)c1nnc(CCC(=O)N2CCCCCCC2)o1 (configuration not stated)
45	CCOC(=O)C1CCN(Cc2oc(CO)cc(=O)c2O)CC1
46	CCOC(=O)NN1C(=O)c2ccccc2NC1c1ccccc1F (configuration not stated)
47	COc1ccc(S(=O)(=O)N(C)CC(=O)Nc2ccccc2C(F)(F)F)cc1OC
48	Cc1ccccc1Nc1nc(N)nc(CSCc2c(C)noc2C)n1
compound no.,41,42,43,44,45,46,47,48
Rac1 wt GTP bind,?,102,102,100,103,100,99,100
HRas wt GTP,?,98,97,98,101,101,99,101
Mcl1-Noxa inh,25,1,2,6,1,10,4,-4
Pf gamet viab,4,·,·,9,·,·,·,-1
Cdc42 wt,?,102,96,96,104,97,99,103
Mcl-1 Bim block,-4,-7,-3,-6,0,-2,-6,-5
Rac1 act GTP bind,?,99,95,95,100,95,96,97
Avidin bead fluor,7,4,8,14,7,5,27,35
Rab2A wt mod,?,99,94,98,101,101,95,100
Rab7 wt modul,?,99,101,98,103,103,95,100
Mcl1 Bid PPI,-9,-8,-8,-35,-34,-27,-8,-26

49	Cc1cccc(-c2n[nH]c(=S)n2C)c1
50	Cc1cccc(NC(=O)CCC(=O)N/N=C/c2ccncc2)c1
51	O=C(CCl)Nc1cc(S(=O)(=O)N2CCOCC2)ccc1N1CCOCC1
52	CC(Oc1ccc(Cl)cc1Cl)C(=O)Nc1ccc(S(=O)(=O)Nc2cnc3ccccc3n2)cc1 (configuration not stated)
53	O=S(=O)(Nc1ccc2c(c1)OCCO2)c1ccc(Br)s1
54	CCOC(=O)C1=NNC2(c3ccc(Cl)cc3)C(=O)N(c3cc(C)cc(C)c3)C(=O)C12 (configuration not stated)
55	Cc1cc(C)n2c(SCC(=O)N(C)C3CCS(=O)(=O)C3)nnc2n1 (configuration not stated)
compound no.,49,50,51,52,53,54,55
Rac1 wt GTP bind,96,104,98,95,99,95,102
HRas wt GTP,94,100,93,96,102,95,100
Mcl1-Noxa inh,13,29,2,19,3,11,8
Pf gamet viab,10,0,-2,·,2,·,21
Cdc42 wt,94,100,94,97,100,95,103
Mcl-1 Bim block,-4,-4,0,0,1,5,-2
Rac1 act GTP bind,96,102,96,93,99,94,100
Avidin bead fluor,9,3,11,37,7,4,13
Rab2A wt mod,93,100,97,96,101,94,99
Rab7 wt modul,96,97,94,98,100,94,99
Mcl1 Bid PPI,-29,-9,-16,13,-20,9,-11

# Compound activity: PubChem BioAssay, several laboratories
